Bioassay records (PubChem)
LAP4-GFP MLPCN: modulators of TOR pathway LAP4-GFP in S. cerevisiae. S. cerevisiae LAP4-GFP multiplex, flow cytometry GFP, 3 h; median GFP as percent of DMSO wells. GFP response vs DMSO, % at 10 µM. actives 0.34% (n = 320,000). AID 2023;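 active = GFP response vs DMSO above a set limit, about the screen mean plus 3 SD, cut at about 150% in these data; inconclusive = under 70 cell events counted for the yeast strain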
JMJD2C inh: inhibitors of human GASC-1 (JMJD2C) demethylase | inhibition, % at 2.35 µM | actives 0.069% (n = 330,000) | GST-JMJD2C(1-420) H3K9me3 demethylation, DELFIA europium | Q9H3R0;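 active = more than half of a compound's replicate wells show inhibition beyond 50%, single wells judged on their own value; inconclusive = some, but no more than half, of replicates pass 50% inhibition; inactive = no replicate passes 50% inhibition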;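 note: signal counts dimethyl H3K9 product captured on neutravidin plate; 0% = median of DMSO wells and 100% = 0.3 times that DMSO median; strong numbers were not always called active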
RPL19A-GFP yeast: yeast TOR pathway RPL19A-GFP modulation. AID 2025. percent response vs DMSO, % at 10 µM. S. cerevisiae RPL19A-GFP strain, flow cytometry, 3 h; stronger effect = lower value. actives 0.3% (n = 330,000);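 active = percent response vs DMSO below 50%; inconclusive = fewer than 70 events counted for the yeast strain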;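 note: median channel GFP fluorescence of the barcoded RPL19A-GFP strain; ratio of sample median GFP to plate DMSO average so 100% = DMSO; lower means less RPL19A-GFP as with rapamycin TOR inhibition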
MEP2-GFP yeast: alters MEP2-GFP fluorescence in TOR pathway yeast screen; actives 0.51% (n = 330,000); AID 2016; GFP response vs DMSO, % at 10 µM; S. cerevisiae MEP2-GFP strain, flow cytometry GFP, 3 h; 100% = DMSO control level;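 active = GFP response versus DMSO above a set limit, roughly screen mean plus 3 SD, cut at about 180% in these data; inconclusive = fewer than 70 cells counted for a yeast strain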;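 note: median GFP fluorescence of the barcode-gated MEP2-GFP cells per well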
GRK2 inh: blocks RNA aptamer binding to human GRK2. P25098. bead flow cytometry, FAM-aptamer displacement from GRK2. inhibition of aptamer binding, % at 10 µM. actives 0.59% (n = 330,000);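 active = inhibition of aptamer binding above 40%, roughly 3 SD of noise, on plates passing a quality check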;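 note: median bead fluorescence of bound FAM aptamer so fluorescent compounds give negative values; no value below 0 was filed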
CIT2-GFP yeast: alters CIT2-GFP fluorescence in TOR pathway yeast screen. S. cerevisiae CIT2-GFP strain, flow cytometry, 3 h; 100 means same as DMSO wells. GFP response vs DMSO, % at 10 µM. actives 0.065% (n = 320,000);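 active = GFP response relative to DMSO above a set limit, near the screen mean plus 3 SD, cut at about 150% in these data; inconclusive = Fewer than 70 cells measured for a yeast strain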;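 note: ratio of well median GFP fluorescence to mean of DMSO wells on the plate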
AGP1-GFP MLPCN: yeast TOR pathway AGP1-GFP modulation. S. cerevisiae AGP1-GFP multiplex flow cytometry, 3 h; GFP as percent of DMSO wells. GFP response vs DMSO, % at 10 µM. actives 0.02% (n = 320,000). AID 2066;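 active = GFP response relative to DMSO above a set limit, near screen average plus 3 SD, cut at about 150% in these data; inconclusive = fewer than 70 cells counted for the yeast strain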;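 note: median GFP channel fluorescence of the gated AGP1 strain per well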
VLA-4 inh: inhibition in a human VLA-4 binding assay | actives 0.2% (n = 330,000) | inhibition, % (about 7 µM as worked out from the volumes in the protocol) | VLA-4 expressing cells, ligand binding flow cytometry | P13612; in the data active = inhibition above about 50%
Target sequence (P13612 whole entry, looked up): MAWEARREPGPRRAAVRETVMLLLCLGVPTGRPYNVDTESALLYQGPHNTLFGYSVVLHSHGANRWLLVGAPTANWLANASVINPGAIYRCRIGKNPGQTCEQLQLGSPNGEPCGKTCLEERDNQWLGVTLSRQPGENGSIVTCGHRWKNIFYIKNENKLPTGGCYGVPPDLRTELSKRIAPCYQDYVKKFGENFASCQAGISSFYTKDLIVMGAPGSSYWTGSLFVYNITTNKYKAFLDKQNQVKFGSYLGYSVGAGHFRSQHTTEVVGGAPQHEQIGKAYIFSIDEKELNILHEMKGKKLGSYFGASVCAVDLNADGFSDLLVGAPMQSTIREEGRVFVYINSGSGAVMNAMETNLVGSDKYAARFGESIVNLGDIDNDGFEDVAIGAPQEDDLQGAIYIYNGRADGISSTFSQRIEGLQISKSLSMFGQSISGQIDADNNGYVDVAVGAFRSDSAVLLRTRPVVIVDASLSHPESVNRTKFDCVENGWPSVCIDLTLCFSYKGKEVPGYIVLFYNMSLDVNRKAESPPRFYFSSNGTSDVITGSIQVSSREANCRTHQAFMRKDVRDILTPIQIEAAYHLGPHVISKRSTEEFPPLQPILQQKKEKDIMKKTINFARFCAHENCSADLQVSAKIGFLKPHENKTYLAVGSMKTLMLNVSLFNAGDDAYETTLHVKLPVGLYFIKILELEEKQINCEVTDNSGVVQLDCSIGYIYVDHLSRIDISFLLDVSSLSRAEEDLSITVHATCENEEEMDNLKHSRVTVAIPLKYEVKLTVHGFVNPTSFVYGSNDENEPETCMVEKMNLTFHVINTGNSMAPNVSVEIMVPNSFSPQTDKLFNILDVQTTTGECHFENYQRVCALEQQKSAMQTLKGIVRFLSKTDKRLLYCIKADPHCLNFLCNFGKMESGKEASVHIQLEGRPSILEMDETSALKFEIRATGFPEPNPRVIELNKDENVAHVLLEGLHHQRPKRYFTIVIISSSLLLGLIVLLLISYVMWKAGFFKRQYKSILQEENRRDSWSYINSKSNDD
* = called active by the depositor; i = inactive; u = inconclusive; x = not tested or not shown; [ ] = dose if it differs, or a comment.

SMILES	LAP4-GFP MLPCN	JMJD2C inh	RPL19A-GFP yeast	MEP2-GFP yeast	GRK2 inh	CIT2-GFP yeast	AGP1-GFP MLPCN	VLA-4 inh
CCCCOC(=O)Nc1ccc(S(=O)(=O)Nc2nc(C)cc(C)n2)cc1	103	0	101	104	0	101	98	3
Cc1nn(CC(=O)O)c(C)c1Cl	102	-9	101	99	2	100	109	-1
Cc1cc(NC(=O)NC2CC(=O)N(c3ccc4c(c3)OCCO4)C2)no1 (stereo not drawn)	100	10	100	102	0	101	100	1
CCN1C(=O)C(NC(C)=O)c2cc(OC)ccc21 (stereo not drawn)	99	-2	104	101	1	99	103	0
COc1cc(C=O)ccc1OCCCOc1ccc([N+](=O)[O-])cc1	91	7	105	98	0	100	100	17
CCOC(=O)c1sc2nc3c(SCC(=O)O)cc(C(=O)c4ccccc4O)cn3c(=O)c2c1C	98	7	98	94	63*	102	100	-52
C=CCn1c(O)c(N=O)c2ccccc21	106	-2	101	106	4	101	101	14
CN(Cc1ccccc1)C(=O)c1[nH]cnc1C(=O)Nc1ccon1	93	1	93	88	0	97	97	0
CC(C)C(NS(=O)(=O)c1cccc2nsnc12)C(=O)Nc1nc2ccc(Cl)cc2s1 (stereo not drawn)	104	22	102	109	2	96	102	-6
CCCn1c(-c2ccc(OC)cc2)nc2nc3ccccc3nc21	101	-5	97	105	1	97	92	-19
Cc1ccc(-n2c(SCC(=O)O)nc3sc4c(c3c2=O)CCCC4)cc1	101	9	99	100	0	98	101	10
Cc1ccc(-n2c(=S)sc3c(=O)n(-c4ccccc4F)c(SCC(=O)O)nc32)cc1C	98	-21	98	115	0	98	94	-5
O=C(CC(C(=O)N1CCc2ccccc21)n1ccnc1)NCC1CCCO1 (stereo not drawn)	104	-3	102	94	0	101	105	0
Cc1ccc(C)c(N2C(=O)c3ccc(C(=O)OCC(=O)c4c(N)n(C)c(=O)n(C)c4=O)cc3C2=O)c1	98	4	98	106	2	96	91	18
Cc1cccc(N2C(=O)CS/C2=N\NC(=O)c2ccc(Br)cc2)c1C	96	5	93	97	0	100	101	-12
CCc1cc(=O)oc2c(C)c(OC(C)C(=O)NCC3CCC(C(=O)O)CC3)ccc12 (stereo not drawn)	114	3	105	108	0	100	103	-7
CCn1c(C)nc2cc(C(=O)NNC(=O)CN(C)S(=O)(=O)c3ccc(NC(C)=O)cc3)ccc21	104	3	106	107	100*	105	107	32
FC(F)(F)c1cccc(-c2ccc(-c3csnn3)o2)c1	109	3	103	102	0	99	x	-1
O=[N+]([O-])c1cccc(-n2nncc2-c2ccccc2)c1	96	-1	100	106	2	98	93	22
CCN(CC)c1ccc(/C=C(\C#N)C(=O)NCc2ccccc2)cc1	99	-12	101	102	0	101	104	4
COc1ccc2[nH]cc(C(O)CN3CCC(C(N)=O)CC3)c2c1 (stereo not drawn)	x	2	95	98	2	94	95	1
CSCCNC(=O)c1ccc2nc(C3CCCCC3)oc2c1	94	-5	101	103	1	96	93	18
CCOCCc1c(O)nc(SC)[nH]c1=O	x	0	89	96	2	98	90	5
CC(=O)c1cccc(NC(=O)C2CC(=O)N(C3CCCC3)C2)c1 (stereo not drawn)	94	0	102	112	1	113	103	4
O=C(CSc1nncc(=O)[nH]1)NCc1ccccc1	96	10	98	96	4	93	102	15
SMILES	LAP4-GFP MLPCN	JMJD2C inh	RPL19A-GFP yeast	MEP2-GFP yeast	GRK2 inh	CIT2-GFP yeast	AGP1-GFP MLPCN	VLA-4 inh
NS(=O)(=O)c1ccc(NC2=CC(c3ccc([N+](=O)[O-])cc3)N(c3ccc(S(N)(=O)=O)cc3)C2=O)cc1 (stereo not drawn)	101	-5	103	106	0	96	100	-2
CCCCCCC(=O)Nc1ccc(C(=O)N/N=C/c2cccnc2)cc1	107	-9	101	106	0	108	107	-21
CC(=O)Nc1ccc(C(=O)OCc2ccc(F)cc2Cl)cc1	127	13	97	111	7	85	94	0
CC1=C(C(=O)Nc2ccccc2)C(c2ccco2)C(C#N)=C(SCC(N)=O)N1 (stereo not drawn)	99	2	100	105	1	111	106	-3
COC(=O)c1ccc(OCCOc2ccc(C(=O)OC)cc2)cc1	99	4	97	102	0	100	99	-19
CCn1c(COc2ccc(C(C)C)cc2)nnc1SCC(=O)Nc1nccs1	98	1	95	97	1	98	95	11
CCCCOc1ccc(C(=O)Oc2cc(C)[nH]c(=O)c2[N+](=O)[O-])cc1	119	-12	97	96	2	103	95	-6
CN(C)S(=O)(=O)c1ccc(N2CCCC2)c(C(=O)NCc2cccc(C(F)(F)F)c2)c1	100	8	99	100	0	105	104	-14
O=C(Nc1cccc(NC(=O)c2ccccc2F)c1)c1ccccc1	99	-1	103	103	5	97	98	3
Cc1ccccc1OCC(=O)NNC(=O)CSc1nc(N)cc(N)n1	104	-40	95	103	0	105	106	-7
O=C(C1=C(O)C(=O)N(CCN2CCOCC2)C1c1ccc(F)cc1)c1cccs1 (stereo not drawn)	98	-6	102	108	1	101	103	5
O=C(CN1CCN(S(=O)(=O)c2ccccc2)CC1)Nc1ccc(Cl)c(Cl)c1	101	-2	100	106	0	99	98	7
NS(=O)(=O)c1ccc(NC(=O)c2ccc3c(c2)CCCC3)cc1	113	2	102	99	0	102	111	18
COc1ccccc1CNC(=O)CN(C)S(=O)(=O)c1ccc(Br)s1	u	0	21*[may fluoresce violet]	u	1	u	u	6
COc1ccc(OC)c(NC(=O)CCN2CCCC(C)C2)c1 (stereo not drawn)	99	-4	98	102	3	104	103	-13
CC(=O)NC1(C(F)(F)F)N=C(c2ccccc2)NC1=O (stereo not drawn)	93	1	98	103	x	102	95	0
COc1ccc(/C=N\NC(=O)c2ccc([N+](=O)[O-])cc2)cc1COc1c(F)c(F)cc(F)c1F	67	2	109	100	0	99	96	-7
COC(=O)C(Cc1ccc(O)cc1)NC(=O)C(C)NC(=O)c1ccc(C(C)(C)C)cc1 (stereo not drawn)	72[may fluoresce red]	66	u	77[may fluoresce red]	0	91[may fluoresce red]	78[may fluoresce red]	4
CCN(CC)c1ccc(CNc2nc3ccccc3n2CCN2CCCCC2)cc1	100	-14	99	102	0	104	107	1
C=CCn1c(=N)c(C(=O)NCCCOC)cc2c(=O)n3cc(C)ccc3nc21	247*[may fluoresce violet]	u	34*[may fluoresce violet]	775*[may fluoresce violet]	0	u	u	-2
O=C(COC(=O)c1ccccc1Oc1ccccc1)NCc1ccco1	106	24	100	105	1	97	98	13
O=C(NC1CC(=O)N(c2ccccc2)C1)C(=O)c1c[nH]c2ccccc12 (stereo not drawn)	100	-9	96	106	0	89	90	-15
O=C(O)CC/C(=N\NC(=O)CNC(=O)c1ccc(F)cc1)c1ccccc1	103	6	107	95	1	101	97	2
COc1ccc(N2CCN(C(=O)c3ccc(C(C)(C)C)cc3)CC2)cc1	103	-5	x	108	0	103	109	2
c1cncc(-c2nnc3n2C2(CCCCC2)Cc2ccccc2-3)c1	96	15	97	100	0	93	96	10
SMILES	LAP4-GFP MLPCN	JMJD2C inh	RPL19A-GFP yeast	MEP2-GFP yeast	GRK2 inh	CIT2-GFP yeast	AGP1-GFP MLPCN	VLA-4 inh
CC1CN(C(=S)c2cccc([N+](=O)[O-])c2)CC(C)O1 (stereo not drawn)	100	-3	96	105	0	92	105	-1
Cc1nn(Cc2ccccc2)c(Cl)c1/C=C/C(=O)OCC(=O)NC(C)C(C)C (stereo not drawn)	86	10	97	90	1	85	88	-1
CCN1CCN(CC(=O)N2N=C(c3cccs3)CC2c2ccc(F)cc2)C(=O)C1=O (stereo not drawn)	102	0	97	109	1	115	101	-6
COC(=O)c1ccc(N=NNc2ccccc2)cc1	98	-2	101	100	7	94	93	-7
O=c1cc(-c2ccc(O)cc2)oc2ccc3ccccc3c12	118	17	99	97	0	98	100	-7
CN(C)/C=C/C(=O)c1ccc(F)cc1F	111	9	97	98	0	95	95	0
CC(=O)c1ccc(NC(=O)c2ccn[nH]2)cc1	100	5	98	101	0	100	101	5
COc1ccc2c(c1OC)C(=O)N1C2SC(C)(C)[C@H]1C(=O)NCCCOC(C)C (stereo partly drawn)	97	-3	103	104	0	101	99	8
CCN1CCN(C(=O)C(=O)c2cn(CC(=O)N3CCCC3)c3ccccc23)CC1	103	50	100	104	0	93	99	-2
O=C(c1ccccc1)c1c2c(cc3sc4ccccc4[n+]13)-c1cccc3cccc-2c13	97	5	94	93	76*	89	91	i
O=C(NC1CCN(C(=O)NC2CCCCC2)CC1)c1cccc(F)c1	88	-1	98	97	0	96	93	0
COc1cc(/C=C2\SC(=S)N(CCC(=O)NC3CCCC3)C2=O)cc(OC)c1OC	85	-16	92	97	0	94	91	4
Cc1ccc(C)c(NC(=O)COC(=O)CSc2ccccc2)c1	94	2	98	101	1	106	100	0
Cc1ccc(CN(CC(=O)NC2CCCC2)C(=O)c2csnn2)cc1	89	-4	90	91	0	85	84	-2
O=C(Cc1cccc(C(F)(F)F)c1)N1CCCC1	90	-2	92	94	3	96	89	-6
Cc1cc(Cl)ccc1OCC(=O)N/N=C/c1ccc(OC2OC(CO)C(O)C(O)C2O)cc1 (stereo not drawn)	96	1	93	98	0	98	100	3
CSc1nc(N)c(C(=O)NC2CCCCC2)s1	96	9	98	107	0	99	104	-8
COc1cc(-c2nnc(SC/C=C/c3ccccc3)n2N)cc(OC)c1OC	88	-5	97	92	0	94	94	-7
COc1ccc(Br)cc1/C=C(\C(=O)O)c1ccc(S(=O)(=O)N2CCCC2)s1	87	2	99	101	0	105	99	6
C/C(=N\NC(=O)c1cc(-c2ccc(C)s2)nc2ccccc12)c1cccnc1	87	14	106	100	2	92	98	-1
COc1ccc(NC(=O)c2cc(F)c(F)cc2Cl)cc1Cl	112	0	112	112	0	108	102	-3
COc1cc(C(=O)Oc2cccc(C=O)c2)cc(OC)c1OC	94	0	98	100	0	97	102	1
CN(C)C(CNC(=O)c1ccc(S(=O)(=O)Nc2ccccc2F)cc1)c1ccco1 (stereo not drawn)	105	9	97	100	0	88	98	-8
O=C(O)c1ccc(NCc2cccnc2)c([N+](=O)[O-])c1	91	14	102	104	2	103	96	3
Cc1ccc(C(=O)NC(=S)NCc2cccnc2)c(C)c1	98	0	99	99	0	100	100	5

Full records, quoted from the list. Order of screens: LAP4-GFP MLPCN, JMJD2C inh, RPL19A-GFP yeast, MEP2-GFP yeast, GRK2 inh, CIT2-GFP yeast, AGP1-GFP MLPCN, VLA-4 inh
COc1ccc2c(c1OC)C(=O)N1C2SC(C)(C)[C@H]1C(=O)NCCCOC(C)C (stereo partly drawn) in the list: 97, -3, 103, 104, 0, 101, 99, 8
CCN1CCN(CC(=O)N2N=C(c3cccs3)CC2c2ccc(F)cc2)C(=O)C1=O (stereo not drawn) in the list: 102, 0, 97, 109, 1, 115, 101, -6

Remaining list, next part.
SMILES	LAP4-GFP MLPCN	JMJD2C inh	RPL19A-GFP yeast	MEP2-GFP yeast	GRK2 inh	CIT2-GFP yeast	AGP1-GFP MLPCN	VLA-4 inh
COc1cc2c(cc1OC)CN(C1CCC(C)CC1)CC2 (stereo not drawn)	93	11	106	104	0	107	104	6
COc1ccc(N2CCN(Cc3csc(C)c3-c3ccc(C)cc3)CC2)cc1	101	-12	102	108	0	102	97	5
O=C(CN1CCN(Cc2ccccc2F)CC1)Nc1ccccc1Cl	96	-14	102	109	0	94	89	16
COc1ccc2sc(NC(C)=O)nc2c1	77	-4	85	88	1	68	82	-7
Cc1ccc(NC(=S)NC2CCCC2)c(C)c1	108	-3	104	115	4	107	102	-6
Cc1ccc2c(Cn3cc(C(F)(F)F)cc(Cl)c3=O)cc(=O)oc2c1	113	-3	111	104	0	111	105	-9
CC(=O)c1cc2c(cc1NC(=O)CN1CCN(c3cccc(C(F)(F)F)c3)CC1)OCO2	103	47	96	102	0	98	95	4
